# Source: PubChem (University of Kansas High Throughput Screening Laboratory)
# mHTT-CaM PPI inh = mutant huntingtin-calmodulin interaction inhibitors – biochemical, AlphaScreen, primary screen. P42858. AlphaScreen His-mHTT/GST-CaM binding, luminescence. inhibition, % at 15 µM. 190,000 tested, 3.6% active. AID 1671202, 2021;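 note: 0% = both proteins with DMSO and 100% = one protein alone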
# Pf apPOL inh = Pf-apPOL inhibitors, biochemical, fluorescence; inhibition, % at 10 µM; Recombinant Pf-apPOL, molecular beacon fluorescence, 1.5 h; Plasmodium falciparum apicoplast DNA polymerase (apPOL); 210,000 tested, 0.25% active
# Numbers without * were called inactive; i = inactive; / = no result given; & = joins results of further samples. Cut-off read from the data, not from the text of the source: active = inhibition above about 50%; inactive = the rest. Some of the compounds tested; count on the stated rates, not on these rows.
SMILES	mHTT-CaM PPI inh	Pf apPOL inh
O=C(c1ccccc1)N1CCC(CCOc2ccccc2)CC1	-1	-2
O=C(NCCc1nc2ccccc2[nH]1)c1cc(C2CC2)n(C2CCS(=O)(=O)C2)n1 (centres undefined)	2	3
O=c1oc(-c2ccc(Br)cc2)nc2ccc(Br)cc12	0	-11
O=C(Cc1cn(Cc2ccccc2)c2ccccc12)NCc1cccs1	36	-8
O=C(NCc1ccc(F)cc1F)c1ccc2ncnc(N3CCCC3)c2c1	-3	0
COc1ccc(C(=O)NCCc2ccc(F)cc2)c(OC)c1	-5	-4
COc1ccc(S(=O)(=O)N2CCc3nc(CNC(=O)C4CCC4)n(C)c3C2)cc1	0	-7
COc1ccc(NC(=O)Nc2nc(-c3ccccc3)c(C(C)=O)s2)cc1OC	-9	-4
CCCCN(CC)C(=O)c1ccc(Cl)cc1	-5	6
Cc1cccc(-c2noc(C3CCCN3C(=O)NC(C)C)n2)c1 (centres undefined)	-4	-5
COc1cc(C2c3c(oc4ccc(C)cc4c3=O)C(=O)N2CCO)cc(OC)c1OC (centres undefined)	-2	-11
Cc1ccc(S(=O)(=O)N2CCN(C(=O)N3CCOCC3)C2C)cc1 (centres undefined)	-3	8
Cc1nn(Cc2ccc(F)cc2)c(C)c1NC(=O)c1c(-c2ccccc2)noc1C	13	-8
NNC(=O)c1ccc(NS(=O)(=O)c2ccccc2)cc1	-10	-6
Clc1ccc(C2CC(c3ccccc3)n3nnnc3N2)cc1 (centres undefined)	3&5	2&-4
O=Cc1cn(CC(=O)Nc2ccc(F)cc2)c2ccccc12	0	2
CC(=O)C(=C(/C)O)/C(C(C)=O)=C(\C)O	0	0
COc1cccc(C(=O)NCCSCc2c(F)cccc2Cl)c1	-11	-6
CC1(C)OC2OC(C(=O)NCc3cccs3)C3OC(C)(C)OC3C2O1 (centres undefined)	2	-4
C=CCn1c(SCC(=O)NC2CCCCC2)nnc1-c1ccc(OC)cc1	0	10
COc1ccc(-n2ccn3cc(-c4cc(C)ccc4C)nc3c2=O)cc1	-3	-11
O=c1c(-c2ccc(Br)cc2)c(C(F)(F)F)oc2cc(O)ccc12	-3	-7
Cc1cc(Cl)ccc1N1CCN(C(=O)c2ccc3c(c2)OCO3)C(C)C1=O (centres undefined)	-5	-1
O=S1(=O)N[C@H](Cc2ccccc2)COc2cccc(N3CCCC3)c21	32	-3
O=C(NCc1ccc(F)cc1)c1ccc(-c2cccs2)nc1	-10	-6
COc1cccc(C2CC(c3cc(OC)c(OC)c(OC)c3)n3ncnc3N2)c1 (centres undefined)	-2	-5
COc1ccccc1NC(=O)c1c(NC(=O)c2ccccc2Cl)sc2c1CCCC2	-7	-3
O=C(NC(c1ccccc1)c1ccccc1)C1COC2C=CC=CC2O1 (centres undefined)	-13	-2
COc1cc2c(=O)n(CCc3ccccc3)c(=O)n(CC(=O)Nc3cc(C)[nH]n3)c2cc1OC	3	7
CCN(CC)Cc1c(C)[nH]c2ccc(Cl)cc2c1=O	4	-6
CCN(CC)c1ccc(C=Nc2c(C)n(C)n(-c3ccccc3)c2=O)cc1[N+](=O)[O-]	-2	1
CC(Oc1ccccc1)C(=O)Nc1c2c(nn1C(C)(C)C)CSC2 (centres undefined)	9&0	-2&0
Cc1ccc(N2CN=c3s/c(=C\c4ccco4)c(=O)n3C2)cc1	9	-1
O=C(/C=C1\Sc2ccccc2NC1=O)NCc1ccc2c(c1)OCO2	7	14
O=C(NCCc1ccccc1)Nc1cccc(N2CCCCC2=O)c1	-9	-4
O=C(O)c1ccc(-n2nnnc2SCc2ccccc2Br)cc1	3	-4
COc1ccc2c(c1)S(=O)(=O)C(C)=C2N	3	/
O=C(NCc1ccco1)c1cnc2n(c1=O)CCS2	4	1
O=C(O)c1ccc(Cn2c(SCC(=O)c3ccc(F)cc3)nc3ccsc3c2=O)cc1	11	-9
NC(=O)CN(CC(N)=O)S(=O)(=O)c1ccc([N+](=O)[O-])cc1	-1	0
COc1ccc(-c2cnnn2-c2ccc(NC(=O)c3cccc(F)c3)cc2)cc1OC	28	-6
CC(C)(C)N1C(=O)C(CC(=O)Nc2ccccc2[N+](=O)[O-])SC1=Nc1ccccc1 (centres undefined)	29	1
O=C(c1n[nH]c2ccccc12)N1CCc2c(nc[nH]c2=O)C1	-3	-5
Cc1c(Cl)c([N+](=O)[O-])nn1CC(=O)N1CCCC1	-2&-2	0&-64
CNc1ccc(C(=O)Nc2nc(C(C)(C)C)cs2)cc1[N+](=O)[O-]	7	-11

# One compound at a time (already shown). Order of screens: mHTT-CaM PPI inh	Pf apPOL inh
# O=C(c1n[nH]c2ccccc12)N1CCc2c(nc[nH]c2=O)C1 in the list: -3	-5
# COc1ccc2c(c1)S(=O)(=O)C(C)=C2N in the list: 3	/
# O=C(/C=C1\Sc2ccccc2NC1=O)NCc1ccc2c(c1)OCO2 in the list: 7	14
# O=C(NCCc1ccccc1)Nc1cccc(N2CCCCC2=O)c1 in the list: -9	-4
# Cc1ccc(N2CN=c3s/c(=C\c4ccco4)c(=O)n3C2)cc1 in the list: 9	-1

# New compounds follow:
SMILES	mHTT-CaM PPI inh	Pf apPOL inh
COc1ccc(OC)c(C2C(C(=O)Nc3ccccn3)=C(C)NC3=C2C(=O)CC(C)(C)C3)c1 (centres undefined)	4	4
O=C1c2ccccc2C(=O)c2c1ccc(C(=O)O)c2[N+](=O)[O-]	/	-2
CC(=O)N1CCCc2ccc(NC(=O)C(=O)NCc3ccccn3)cc21	-9	-4
C#CCN1CC(N(C)CCOC(=O)c2occ3ccccc23)CS1(=O)=O (centres undefined)	6	-7
CC1CCCC(NC(=O)c2cc(=O)[nH]c3ccc(S(=O)(=O)N4CCCCCC4)cc23)C1C (centres undefined)	28	-6
CC(=O)N1c2c(cc(Br)cc2S(=O)(=O)Nc2ccc(F)cc2)CC1C (centres undefined)	5	-6
CSc1nsc(SC)c1C(=O)Nc1ccc(-c2csnn2)cc1	/	-3
O=S(=O)(c1ccc(Cl)cc1)n1nccc1C=Cc1cccs1	/	11
O=C(NCC1CCN(C(=O)Nc2ccc(F)cc2)CC1)c1ccsc1	-14	3
CC(C)NC(=O)c1nc(-c2ccc(N3CCCC3)cc2)no1	-8	2
COc1ccc(C(=O)N2CCc3c(c(-c4nc(-c5cccc(F)c5)no4)nn3C)C2)c(C)c1	-5	-8
CS(=O)(=O)N(CC(=O)NC1CC1)c1cc(C(F)(F)F)ccc1Cl	-2	2
CCOc1ccccc1NC(=O)C(CCS(C)(=O)=O)NC(C)=O (centres undefined)	1	-2
O=S1(=O)CCOC[C@H](CC2CCCCC2)N1Cc1ccc(F)cc1	-13	-7
CC1(C)CC2(CC(C)(C)NC(=O)N2)NC(=O)N1	-11	/
CN(c1ccsc1C(=O)Nc1ccc2c(c1)OCCO2)S(=O)(=O)c1ccccc1	-6	0
CC(C)CCNC(=O)N1CCN(Cc2nc3cccnc3n2-c2ccccc2)CC1	9	0
CC(C)Oc1ccc(-c2nc(C(=O)N(C)C(C)C)cs2)cc1	5	-10
COc1ccc(-c2cc(C(=O)N3CCN(c4ncccn4)CC3)c3ccccc3n2)c(OC)c1	10	4
O=C1CC(c2cccc([N+](=O)[O-])c2)Sc2nc(-c3ccc(F)cc3)nn21 (centres undefined)	-4	-1
Cc1ccc(CN2C(=O)NC3(CCCN(C(=O)c4ccccc4F)C3)C2=O)cc1 (centres undefined)	3	-3
CCOc1ccc(-c2cn3ccn(-c4ccc(OC)c(Cl)c4)c(=O)c3n2)cc1	-5	1
CCCc1cc(=O)oc2cc(O)ccc12	-2	-12
CCC(C)n1c(S(=O)(=O)O)nc2ccccc21 (centres undefined)	17	-2
COc1cccc(-c2cc(C(=O)Nc3cc(Cl)ccc3Cl)no2)c1	-10	-10
CC(=O)c1c(C)nc(-c2cccs2)n1O	0	/
CCCc1nc(-c2c(C)cc(C)nc2NC(=O)c2ccc(C)c(F)c2)no1	7	-3
O=C(c1n[nH]c2c1CCCC2)N1CCC(Nc2cccnc2)C1 (centres undefined)	1	-6
CSc1nsc(SC)c1NC(=O)Nc1nonc1C	-2	4
COc1ccccc1-c1cc(=O)c2cc(NC(=O)C3CCCCC3)ccc2o1	-6&-15	-9&-3

# Copied from the list:
# `CCC(C)n1c(S(=O)(=O)O)nc2ccccc21` (centres undefined) in Pf apPOL inh has -2
# `NNC(=O)c1ccc(NS(=O)(=O)c2ccccc2)cc1` in Pf apPOL inh has -6
# `CCCc1nc(-c2c(C)cc(C)nc2NC(=O)c2ccc(C)c(F)c2)no1` in Pf apPOL inh has -3
# `COc1ccc(-n2ccn3cc(-c4cc(C)ccc4C)nc3c2=O)cc1` in Pf apPOL inh has -11
# `Cc1nn(Cc2ccc(F)cc2)c(C)c1NC(=O)c1c(-c2ccccc2)noc1C` in mHTT-CaM PPI inh has 13
# `COc1ccccc1-c1cc(=O)c2cc(NC(=O)C3CCCCC3)ccc2o1` in Pf apPOL inh has -9&-3

# (cont.)
SMILES | mHTT-CaM PPI inh | Pf apPOL inh
COc1ccc(C2CC(c3cccc(Br)c3)Nc3ncnn32)cc1OC (centres undefined) | 39 | 1
c1ccc(Oc2ccc(N3COc4cc5c(cc4C3)OCO5)cc2)cc1 | 39 | -4
Cc1cccc(NC(=O)C2C(c3ccccc3)C2(Cl)Cl)c1C (centres undefined) | -9 | 67*
Cc1[nH]c(=O)[nH]c(=O)c1CCC(=O)Nc1ccccc1C(N)=O | -16 | -6
O=C1c2ccccc2-c2c1cccc2C(=O)N(CCO)CCO | -1 | -4
CC(C)N1CCN(C(=O)c2cc3c(s2)CCN(C(=O)c2ccc(Cl)cc2)C3)CC1 | 5 | -4
CN1CCC(N(C)C2CC(=O)N(c3ccc(Br)cc3)C2=O)CC1 (centres undefined) | 7 | 1
CC(C)C(=O)NC1CCN(c2ccccc2C(=O)N2CCCCC2)CC1 | 23 | -40
O=C(c1ccc2c(c1)OCO2)N1CCCC1c1nc(-c2cccc(C(F)(F)F)c2)no1 (centres undefined) | 5 | -3
Cc1cc(C(=O)Nc2ccc(S(N)(=O)=O)cc2)n(C)n1 | -12 | -4
O=C(Nc1cccnc1)c1ccc(-c2cccc(Cl)c2)o1 | 48 | 3
Cc1cc2c(N=O)c(O)[nH]c2cc1Br | 3&29 | 0
O=c1[nH]nc(-c2ccccc2)nc1Cc1ccc(Cl)cc1 | / | 2
O=C(NCc1ccccn1)C1CCN(c2cc(N3CCSCC3)ncn2)CC1 | 18 | -4
CCCCN1C(=O)C(CC(=O)Nc2ccc(C)c(F)c2)Sc2ncccc21 (centres undefined) | -11 | -5
Cc1sc2nc(SCC(=O)NC3CCCCC3)n(-c3ccccc3)c(=O)c2c1C | 0 | -10
Cc1nnc(C)c2c(C)n(C(C)c3ccccc3)c(C)c12 (centres undefined) | 74* | 7
CC1CCC(NC(=O)C2c3ccccc3C(=O)N2Cc2ccc(F)cc2Cl)CC1 (centres undefined) | 6 | 0
CCOc1ccccc1CNC(=O)C1CCN(c2nccnc2Oc2ccccc2C)CC1 | 2 | -4
CCC(=O)NCc1nc2c(n1C)CN(C(=O)c1ccccc1OC)CC2 | 4 | -2
Cc1ccc(S(=O)(=O)N2CCN(C(=O)C3CCCCC3)CC2)cc1 | / | -8
COc1ccc(-n2c(SCC(=O)N3CCCCC3)nc(O)c(Cc3ccccc3)c2=O)cc1 | 8 | 0
CC(=O)Nc1ccc(N/C(C)=C/C(=O)c2cccnc2)cc1 | 1 | 7
Cc1nn(-c2ccccc2)nc1C(=O)N(C)CCc1ccccn1 | / | -5
CC(=O)O/N=C(/c1ccc(Cl)cc1Cl)N1CCCCC1 | i | -5
CCOC(=O)C1CC2CN(S(=O)(=O)c3ccc(C)cc3)CC(C1)C2=O (centres undefined) | / | -7
COc1ccccc1C=C1Oc2cc(OC(=O)c3cc(OC)c(OC)c(OC)c3)ccc2C1=O | -2 | -6
CC(C(=O)N1CC2CN(S(=O)(=O)c3cccc(F)c3)CC(C1)O2)c1ccccc1 (centres undefined) | -7 | 2
Cc1sc2c(c1C)C(=O)NC1(N2)C(=O)N(Cc2ccccc2F)c2ccccc21 (centres undefined) | 53* | 16
C[C@H]1[C@@H](c2ccccc2)Oc2ccc(Cl)cc2S(=O)(=O)N1Cc1cccc(Cl)c1 | -4 | -4
COc1cc(SC)ccc1C(=O)Nc1ccc2c(c1)oc1ccccc12 | -4 | -10
O=C(CSc1nnc(-c2ccco2)c(-c2ccco2)n1)Nc1cccc(Br)c1 | 100* | -3
Cc1ccccc1C(=O)NCCSc1c[nH]c2ccccc12 | 10 | -1
CCc1cc(C2CCCN2C(=O)c2ccnn2CC)on1 (centres undefined) | -4 | -2
COCC(C)NC(=O)Cc1cccs1 (centres undefined) | -3 | -5
COC(=O)C1CN(Cc2cn(Cc3ccc(OC)cc3)nn2)CCS(=O)(=O)N1Cc1ccccc1 (centres undefined) | 6 | 3
N=C1S/C(=C\c2ccc(-c3ccc(Cl)c(C(=O)O)c3)o2)C(=O)N1c1nccs1 | 99* | 7
CCn1cnnc1C1CCN(C(=O)C2(c3ccc(OC)cc3)CC2)CC1 | 1 | -4
COc1ccc(C2=NN(CN3C(=O)C(=O)c4ccccc43)C(c3cccc([N+](=O)[O-])c3)C2)cc1 (centres undefined) | 96* | -3
O=C(NCc1ccco1)C1CCN(Cc2cc3ccccc3n2Cc2ccccc2)CC1 | 73* | 3
Cn1nnnc1SCC(=O)Nc1ccc2nc(SCC(=O)NC3CC3)sc2c1 | 0 | -10
COc1ccc2c(c1)OC(=Cc1cc(OC)c(OC)c(OC)c1)C2=O | 6 | -13
CC(C)c1ccc(N2CC(C(=O)NC(C)(C)C)CC2=O)cc1 (centres undefined) | 0 | 1
Cc1cc(C)nc(NS(=O)(=O)c2ccc(NS(=O)(=O)c3ccccc3[N+](=O)[O-])cc2)n1 | 8 | 44
O=C(c1c[nH]c2ccc(S(=O)(=O)N3CCOCC3)cc2c1=O)N1CCc2ccccc2C1 | 5 | 1
COC(=O)c1cccc(NC(=O)N2CCC(N3CCN(Cc4ccccc4)C3=O)CC2)c1 | 5 | -14
